Screening results from PubChem.
KCNQ2 block: KCNQ2 potassium channel inhibitors, primary screen, cell-based, CHO-K1, FluxOR thallium flux, B-score (AID 2156). Potassium voltage-gated channel subfamily KQT member 2 (Rattus norvegicus), O88943. 20 min; active compounds read low. B-score at 10 µM. 310,000 tested, 1.1% active;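 active means fluorescence ratio B-score at most minus 3 library SDs, with starting brightness B-score within 2 library SDs, cut at about -5.5 in these data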
Kir21 inh: inhibitors of mouse Kir2.1 inward-rectifier potassium channel | Inward rectifier potassium channel 2 (Mus musculus), P35561 | HEK293-Kir2.1, FluxOR thallium flux fluorescence; active compounds read low | B-score at 10 µM | 310,000 tested, 0.85% active | AID 1672, 2009;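 active means fluorescence ratio B-score at or below minus 3 SD of library scores, with starting-brightness B-score within 2 SD, cut at about -4.2 in these data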;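 further: channel flux triggered by added potassium and thallium sulfate stimulus; B-score of peak minus minimum fluorescence over baseline after thallium stimulus; more negative B-score means stronger Kir2.1 block with less thallium influx; some compounds called inactive have numbers as strong as hits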
Target sequence (P35561 whole entry, looked up): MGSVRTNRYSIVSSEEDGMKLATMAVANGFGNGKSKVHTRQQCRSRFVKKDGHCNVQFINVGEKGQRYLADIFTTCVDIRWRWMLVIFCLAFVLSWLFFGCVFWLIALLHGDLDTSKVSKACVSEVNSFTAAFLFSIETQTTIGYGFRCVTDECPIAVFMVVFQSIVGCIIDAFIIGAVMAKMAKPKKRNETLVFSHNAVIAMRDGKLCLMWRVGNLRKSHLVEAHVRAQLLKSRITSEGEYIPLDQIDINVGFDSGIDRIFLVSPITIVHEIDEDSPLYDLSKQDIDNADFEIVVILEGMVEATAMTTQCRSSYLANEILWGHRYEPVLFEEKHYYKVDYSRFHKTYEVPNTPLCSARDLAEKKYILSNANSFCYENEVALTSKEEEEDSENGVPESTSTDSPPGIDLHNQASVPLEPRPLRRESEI
Active calls of the source: *; i = inactive. Outcome played no part in choosing rows; any-hit rate near 1.8%.

canonical_smiles,Kir21 inh,KCNQ2 block
O=C(CSc1ncc(-c2ccccc2)[nH]1)Nc1cccc(O)c1,0.09,i
Cc1cc(C(F)F)n2nc(C(=O)Nc3cc(C)on3)nc2n1,1.35,i
CC(=O)C1=C(NC(=O)c2ccccc2F)C[C@@H]2[C@H]1C2(C)C,0.8,i
COc1ccc(C(=O)N/N=C(/C)c2cccc(NC(=O)c3ccncc3)c2)cc1OC,0.05,i
COCCNC(=O)c1ccccc1NS(=O)(=O)c1ccc(C)c([N+](=O)[O-])c1,1.43,i
CC1(C)Cc2c(C#N)c(NCCCO)nc(-c3ccccc3)c2CO1,-0.07,i
CCNC(=O)OCC12CC3CC(CC(C3)C1)C2,-1.8,i
Cc1ccc(C(=O)N/N=C\c2ccc3c(c2)OCO3)cn1,-1,i
Cn1c(CCNC(=O)c2ccccc2F)nnc1SCc1nc2ccccc2c(=O)[nH]1,0.4,i
CCCN(CCC)C(=O)c1c(C)[nH]c(C(=O)OCC)c1C,-0.21,i
CCc1cc2cc3c(cc2nc1SCC(=O)Nc1cc(C)on1)OCO3,-0.02,i
CC1(C)Cc2ccccc2C(CSc2ccccc2C(=O)O)=N1,-0.56,-6.05*
Cc1cc(C)n(CC(O)CN2c3ccccc3Sc3ccccc32)n1 (stereo unspecified),-3.86,i
Cc1cccc(N2CCN(C(=O)CCCCCn3c(=S)[nH]c4ccc(N5CCOCC5)cc4c3=O)CC2)c1C,1.6,i
COc1ccc2c(c1)cc1n2CCN=C1NCCO,-0.25,i
COc1ccccc1CC(=O)N1CCOCC1,1.09,i
CC(C)(C)C(=O)Cn1c(NCCCO)nc2ccccc21,0.14,i
Cc1ccc(CCNC(=O)c2nnc(CS(=O)(=O)c3ccccc3)o2)cc1,-0.22,i
CC1CC2c3cccc(C(=O)O)c3C(=O)N2c2ccc(Cl)cc21 (stereo unspecified),0.09,i
CCCc1cc(=O)n2nc(N3CCC(C(=O)Nc4c(F)c(F)c(F)c(F)c4F)CC3)sc2n1,-0.94,i
CCc1cc2c(COC(=O)c3c(C)noc3C)cc(=O)oc2cc1O,-0.57,i
COc1ccccc1NC(=O)Cn1nnc(-c2ccccc2NC(=O)c2cnccn2)n1,-1.07,i
CC(=O)Nc1ccc(Cc2ccncc2)cc1,-0.06,i
O=C(COc1ccc(F)cc1)c1ccc2c(c1)CCCC2,0.47,i
Cc1ccc2c(c1)N(C(=O)NC1CCCCC1)C(C)(C)CC2C (stereo unspecified),-0.36,i
C/C(=N\NC(=O)C1COc2ccccc2O1)c1cc2ccccc2o1 (stereo unspecified),-1.23,i
CCn1cc(CNCc2c(C(=O)N3CCCCC3)nc3c(C)cccn23)cn1,-1.08,i
CCN(CC)c1ccc(NC(=O)CCS(=O)(=O)c2cccc3nsnc23)c(C)c1,-1.25,i
CSc1nccc(NC(=O)c2cccc(Br)c2)n1,-0.17,i
COCCn1nnnc1SCC(=O)c1ccccc1,0.63,i
O=C(Cc1ccc(Cl)cc1)NCCc1ccc(F)cc1,-1.39,i
O=S(=O)(c1ccccc1)N1N=C(c2ccccc2)CC1c1ccccc1F (stereo unspecified),1.05,i
Cc1cc(N2C(=O)CCC2=O)ccc1NC(=O)c1cccs1,0.04,i
O=C(c1cnn2c(C(F)(F)F)cc(-c3ccccc3)nc12)N1CCCc2ccccc21,-0.38,i
NC(=O)COC(=O)c1cccc(NS(=O)(=O)/C=C/c2ccccc2)c1,0.08,i
CN1CCN(c2ccc(CNC(=O)c3cc4ccccc4o3)cc2)CC1,-0.02,i
CCO[C@@H]1OC(C(=O)N2CCOCC2)=C[C@H](c2ccc(C(F)(F)F)cc2)[C@H]1CCCO,-0.47,i
COCCSc1ccccc1C(=O)Nc1ccc([N+](=O)[O-])cc1OC,0.21,i
c1ccc(C2CNCc3c2ccc2ccccc32)cc1 (stereo unspecified),-11.2*,i
CCCCNc1nnc(SCC(=O)c2c[nH]c3ccccc23)s1,0.04,i
O=C1C(=O)N(CNc2cccnc2)c2ccccc21,-2.03,i
CCOC(=O)c1c(C)[nH]c(C)c1S(=O)(=O)NCC1CCN(Cc2ccccc2OC)CC1,1.5,i
COc1ccc(NS(=O)(=O)c2cc(NC(=O)CNC(=O)c3ccc(C)s3)ccc2Cl)cc1,0,i
CCc1nc(Nc2cccc(OC)c2)c2oc3ccccc3c2n1,-0.1,i
Cn1c(=O)c(Oc2cc(Cl)cc(Cl)c2)nc2ccccc21,-1.57,i
CCCCSCc1ccc(C(=O)O)o1,0.15,i
CC(C)(CO)NC(=O)C(c1ccccc1)c1ccccc1,-0.8,i
Cc1ccc(C(O)(C(=O)NNS(=O)(=O)c2ccc(C)cc2)c2ccc(C)cc2)cc1,0.42,i
NC(=O)c1ccc(NC(=O)c2cncn2-c2ccccc2)cc1,2.07,i
CC1CCN(C(=O)COC(=O)Cn2cnc3c2c(=O)n(C)c(=O)n3C)CC1,0.16,i

Next compounds
canonical_smiles,Kir21 inh,KCNQ2 block
O=C(C1CCN(S(=O)(=O)c2cccnc2)CC1)N1CCN(c2ccc(Cl)cc2)CC1,-2.25,i
c1ccc(COc2ccc(CNn3cnnc3)cc2)cc1,-0.56,i
CN(C(=S)Nc1ccc(Oc2ccccc2)cc1)c1ccc(O)cc1,-0.03,i
CCN1CCN(c2cc(C)c3cc(NC(=S)N(C)Cc4ccccc4)ccc3n2)CC1,-0.8,i
COc1ccccc1NNC(=O)C(O)(c1ccccc1OC)c1ccccc1OC,-0.26,i
CN1CCN(c2nc3c(c(=O)n(C)c(=O)n3C)n2Cc2cccc3ccccc23)CC1,0.07,i
COc1ccccc1NC(=O)Nc1ccc2[nH]c(=O)[nH]c2c1,0.01,i
O=C(N/N=C/c1ccc2c(c1)OCO2)c1ccn(Cc2ccc(Cl)cc2)n1,-0.11,i
O=C(Nc1ccc2[nH]c(=O)[nH]c2c1)c1cccc([N+](=O)[O-])c1,0.46,i
Cc1ccc(CNC(=O)C2CCN(S(=O)(=O)c3ccc4nc5c(c(C(=O)O)c4c3)CC(C)CC5)CC2)cc1 (stereo unspecified),0.36,i
COc1ccc(OCCCCN(C)Cc2ccccc2)cc1,-1.05,i
COc1cc(OC)cc(C(=O)Nc2ccc(N3CCN(C(=O)c4cccs4)CC3)cc2)c1,-0.33,i
NC(=S)COc1ccccc1,0.68,i
O=C(O)CC(NC(=O)OCc1ccccc1)c1ccccc1 (stereo unspecified),1.35,i
CC(C)(C)NC(=O)c1ccc(NC(=O)c2ccccc2-c2ccccc2C(=O)O)cc1,0.03,i
COc1cc2cc(CN(C(=O)NC3CCCCC3)C3CCCC3)c(=O)[nH]c2cc1OC,-1.47,i
Cc1[nH]n(-c2cccc(Cl)c2)c(=O)c1-c1ccc(Cl)cc1,-1.96,i
O=C(NC1CCNCC1)C1CC1,-1.95,i
COCCCn1cnc2c(c1=O)c1nc3ccccc3nc1n2-c1ccccc1,0.25,i
COc1ccc(C(=O)COc2ccccc2C#N)cc1,-0.68,i
CCCCC(=O)Nc1ccc(NC(=O)C(C)C)cn1,1.39,i
C=CCn1c(-c2ccc(S(=O)(=O)N3CCOCC3)cc2)csc1=Nc1ccccc1,0.19,i
CCc1ccc(CNC(=O)CC2C(=O)NCCN2Cc2ccccc2F)nc1 (stereo unspecified),0.69,i
Cc1ccc(C(=O)N/N=C/c2ccc3c(c2)OCO3)o1,1.91,i
O=C(O)C1CCCN1S(=O)(=O)c1cc(Cl)ccc1Cl (stereo unspecified),-0.15,i
Cc1csc(NC(=O)CSc2nnc(-c3ccco3)n2C)n1,-0.57,i
COc1ccc(CCNC(=O)C(=O)NCC2OCCN2C(=O)c2ccc(Cl)cc2)cc1OC (stereo unspecified),1.98,i
O=C(Nc1c2c(nc3ccccc13)CCCC2)c1ccccc1Br,1.93,i
CC(C)(C)OC(=O)NCCC(=O)N/N=C/c1ccc2ncccc2c1,-1.57,i
CC1(C)CC(O)C(C)(C)N1O (stereo unspecified),0.23,i
C=CCn1c(=N)n(CC(=O)OC)c2ccccc21,0.03,i
CCOC(=O)C1(Cc2ccc(OC)cc2)CCN(C(=O)CN2CCOC2=O)CC1,-0.61,i
Cc1ccc(NC(=O)CSc2nc(=O)n(CCCN3CCOCC3)c3c2CCCC3)cc1,-0.63,i
NC12CC3CC(C1)CC(CO)(C3)O2,-0.08,i
COc1cccc(C(=O)NC2CCCC2)c1,1.37,i
COC(=O)c1cc(OC)c(OC)cc1NC(=O)c1ccc(OC)c(OC)c1,-2.25,i
O=[N+]([O-])c1ccccc1S(=O)(=O)N1CCN(CC2CC=CCC2)CC1 (stereo unspecified),-0.51,i
CCOC(=O)c1c(NC(=O)C2CCCN(S(=O)(=O)c3ccc(C)cc3)C2)sc2c1CCCC2 (stereo unspecified),0.84,i
Cc1ccc(C2=NNC(C(O)C(O)C(O)CO)S2)cc1 (stereo unspecified),-0.22,i
Oc1ccc(C2Nc3cccc4cccc(c34)N2)cc1,0.81,i
COc1ccc(S(=O)(=O)N(C)CC(=O)N2CCC(C)CC2)cc1Cl,-1.99,i
CCCCCN(C(=O)CCC(=O)OCc1cccc(F)c1)c1c(N)n(CCCC)c(=O)[nH]c1=O,-0.09,i
CCc1nc(CN2CCN(c3cc(C(F)(F)F)ccn3)CC2)c(C)[nH]1,-0.23,i
COc1cc2ccccc2cc1C(=O)OCC(=O)NC1CCS(=O)(=O)C1 (stereo unspecified),1.45,i
O=C(c1ccco1)N1CCN(C(=O)c2snc3ccc(Cl)cc23)CC1,-0.5,i
COc1ccc(C(=O)C[n+]2ccc(-c3nnc4n3CCCCC4)cc2)cc1,0.98,i
Cc1ccc(NC(=O)C(SCC(=O)O)c2ccccc2)cc1C (stereo unspecified),-2.08,i
COc1ccc(C(=O)N2CC(=O)N(CCc3ccccc3)C(=O)C2)cc1OC,-0.3,i
COc1ccccc1NC(=O)c1ccc(NC(=O)CN(C)Cc2ccccc2F)cc1,1.04,i
c1ccc(-c2ccccc2OCCn2cncn2)cc1,-0.74,i

Additional entries:
canonical_smiles,Kir21 inh,KCNQ2 block
C=CCNC1=C(Cl)C(=O)N(c2cccc(Cl)c2Cl)C1=O,0.66,i
COc1cc(C#N)ccc1OC(=O)Cc1cc(OC)c(OC)c(OC)c1,0.15,i
COc1cc(S(=O)(=O)N2CCOCC2)cc(C(=O)c2nccn2C)c1OC,1.48,i
CC(C)n1c(SCC(=O)Nc2nncs2)nnc1C1CC1,-1.08,i
CCOC(=O)C1CCN(C(=O)Nc2cc(Cl)cc(Cl)c2)CC1,-0.91,i
CC1CC(C)CN(S(=O)(=O)CCNC(=O)c2ccccc2)C1 (stereo unspecified),-1.14,i
COC(=O)c1cc(C(=O)NCc2ccccc2)c(=O)[nH]c1C,1.12,i
CCCOc1ccccc1C1NC(=O)NC(C)=C1C(=O)OCCOCC (stereo unspecified),0.13,i
Cc1ccc(CCC(=O)NCc2ccccc2)o1,0.46,i
O=C(NC(=S)Nc1ccccn1)c1ccc([N+](=O)[O-])cc1,0.9,i

Structures above containing a furan ring, fused or not:
canonical_smiles,Kir21 inh,KCNQ2 block
C/C(=N\NC(=O)C1COc2ccccc2O1)c1cc2ccccc2o1 (stereo unspecified),-1.23,i
CN1CCN(c2ccc(CNC(=O)c3cc4ccccc4o3)cc2)CC1,-0.02,i
CCc1nc(Nc2cccc(OC)c2)c2oc3ccccc3c2n1,-0.1,i
CCCCSCc1ccc(C(=O)O)o1,0.15,i
Cc1ccc(C(=O)N/N=C/c2ccc3c(c2)OCO3)o1,1.91,i
Cc1csc(NC(=O)CSc2nnc(-c3ccco3)n2C)n1,-0.57,i
O=C(c1ccco1)N1CCN(C(=O)c2snc3ccc(Cl)cc23)CC1,-0.5,i
Cc1ccc(CCC(=O)NCc2ccccc2)o1,0.46,i

(list continues)
canonical_smiles,Kir21 inh,KCNQ2 block
CC(=O)n1nc(-c2ccc(Cl)cc2)nc1NCc1ccco1,-0.14,i
COc1ccc(-c2ocnc2C(=O)N2CCN(C(=O)C(c3ccccc3)c3ccccc3)CC2)cc1,-0.06,i
CCCCc1ccc(NC(=S)N2CCN(C)CC2)cc1,-0.58,i
CC1CCCCC1NC(=O)C1CCN(S(=O)(=O)N2CCCCCC2)CC1 (stereo unspecified),-0.54,i
Nc1nc2n(c1C(=O)c1ccccc1)CCC2,-1.03,i
O=C(COC(=O)C(O)c1ccccc1)c1ccc2c(c1)OCCO2 (stereo unspecified),-0.19,i
CSc1cccc(NC(=S)NC(=O)c2cccnc2)c1,1.05,i
Cc1ccc(OCC(O)CN2CCC(Cc3ccccc3)CC2)c(C)c1 (stereo unspecified),-4.58*,i
CCC(NC(=O)/C(=C\c1ccc2c(c1)OCO2)NC(C)=O)C(=O)O (stereo unspecified),-0.58,i
Cc1cc2nc3n(c2cc1C)CC1CC(C(=O)NCCc2cccs2)N(C)C31 (stereo unspecified),0.95,i
